DNA FID counter: displaces DNA intercalator in HCV helicase counter-screen. inhibition, % at 7.9 µM. DNA fluorescent intercalator displacement, fluorescence. hit rate 0.17% among 290,000; in the data active means inhibition above about 37%;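 further: 0% = vehicle and 100% = reference compound; higher means more ethidium bromide displaced from hairpin DNA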
GalR3 antag: antagonists of human GalR3; O60755; HEK293 GalR3-CNG cAMP membrane potential fluorescence; galR3 body fused to GalR1 C-terminus; inhibition, % at 3 µM; hit rate 0.44% among 360,000; AID 651719;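 active means inhibition above the screen-wide average plus 3 SD, cut at about 13% in these data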;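 further: forskolin and galanin both at EC90 stimulate the cells; cAMP rise reported by CNG channel membrane potential dye signal; 0% = forskolin plus galanin with DMSO and 100% = forskolin alone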
Target sequence (O60755 1-299 limits assumed): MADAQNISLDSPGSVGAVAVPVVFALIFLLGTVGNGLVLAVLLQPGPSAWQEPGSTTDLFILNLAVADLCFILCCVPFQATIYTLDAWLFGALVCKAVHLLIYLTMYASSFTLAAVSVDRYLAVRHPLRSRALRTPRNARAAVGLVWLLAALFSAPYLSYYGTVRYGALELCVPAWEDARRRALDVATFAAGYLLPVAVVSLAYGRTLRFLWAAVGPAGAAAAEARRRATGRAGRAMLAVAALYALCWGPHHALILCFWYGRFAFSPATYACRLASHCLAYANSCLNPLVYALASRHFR
OXTR agonist: activates the human oxytocin receptor | P30559 | CHO-OTR cells, Fluo-8 calcium fluorescence; normalized: DMSO 0%, oxytocin 100% | activation, % at 3 µM | hit rate 0.32% among 320,000;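 active means activation above the mean of all tested compounds plus 3 SD, cutoff set per screening run, cut at about 20% in these data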;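 further: peak over basal fluorescence ratio from a 100 s FLIPR kinetic read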
V1R ag counter: activates human V1a receptor in oxytocin agonist counter-screen. P37288. CHO-V1R cells, Fluo-8 calcium fluorescence, agonist mode; 0% DMSO, 100% 3 nM vasopressin. AID 2797. hit rate 0.25% among 320,000. activation, % at 3 µM;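 active means activation above the mean activation of all tested compounds plus 3 SD, per screening run, cut at about 20% in these data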;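 further: signal is peak over basal fluorescence ratio across a 100 second FLIPR read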
Target sequence (P37288 whole entry, looked up): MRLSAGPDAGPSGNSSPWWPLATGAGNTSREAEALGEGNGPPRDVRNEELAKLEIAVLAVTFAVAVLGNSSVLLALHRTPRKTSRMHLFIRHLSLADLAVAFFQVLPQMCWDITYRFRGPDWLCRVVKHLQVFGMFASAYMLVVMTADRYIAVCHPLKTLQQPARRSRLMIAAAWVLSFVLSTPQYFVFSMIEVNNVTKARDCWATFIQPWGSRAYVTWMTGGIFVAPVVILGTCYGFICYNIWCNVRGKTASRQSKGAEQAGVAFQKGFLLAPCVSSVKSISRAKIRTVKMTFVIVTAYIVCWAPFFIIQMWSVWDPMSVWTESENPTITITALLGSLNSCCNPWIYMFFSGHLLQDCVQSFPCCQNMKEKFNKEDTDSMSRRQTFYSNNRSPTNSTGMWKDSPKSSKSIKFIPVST
PHOSPHO1 inh: inhibitors of human PHOSPHO1 phosphatase; Q8TCT1; recombinant PHOSPHO1, absorbance phosphatase assay; inhibition, % at 13.3 µM; hit rate 1.1% among 290,000; AID 1565; in the data active means inhibition above about 60%
Target sequence (Q8TCT1 whole entry, looked up): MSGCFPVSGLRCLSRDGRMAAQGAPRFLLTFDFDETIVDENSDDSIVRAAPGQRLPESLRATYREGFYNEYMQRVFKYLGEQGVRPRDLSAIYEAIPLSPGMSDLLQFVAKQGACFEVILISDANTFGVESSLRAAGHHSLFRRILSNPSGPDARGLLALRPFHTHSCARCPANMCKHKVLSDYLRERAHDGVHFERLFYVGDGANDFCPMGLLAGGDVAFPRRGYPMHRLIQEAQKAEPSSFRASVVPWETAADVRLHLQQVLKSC
GPR7 antag: blocks human GPR7 receptor signaling; hit rate 1.1% among 290,000; AID 1861; GPR7-expressing cells, fluorescence antagonist assay; inhibition, % at 4.4 µM; in the data active means inhibition above about 16%, passing the limit was not always enough;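 further: cells stimulated with the agonist NPW; 0% = agonist with vehicle and 100% = vehicle without agonist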
IMP-1 inhibitor: inhibitors of Pseudomonas aeruginosa IMP-1 metallo-beta-lactamase | purified IMP-1, nitrocefin hydrolysis, epi-absorbance fluorescence | inhibition, % at 5.6 µM | hit rate 0.45% among 290,000;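 active means inhibition above the mean plus 3 SD of all compounds in the same screening run, cut at about 4.5% in these data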;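 further: 0% = IMP-1 with DMSO and 100% = DMSO wells lacking enzyme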
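Assay system: purified IMP-1; Quantity: IMP-1 0.2 nM before substrate addition; Medium: HEPES buffer pH 7.1 with ZnSO4 and Brij 35; Incubation: 15 min enzyme–compound preincubation, then 25 min nitrocefin reaction, 25 °C; Signal: fluorescence quenching readout, ex 480/em 530 nm; Controls: DMSO with and without IMP-1; Repeats: singlicate testing.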
VIM-2 inhibitor: blocks Pseudomonas aeruginosa VIM-2 metallo-beta-lactamase; purified VIM-2, nitrocefin hydrolysis, epi-absorbance fluorescence; inhibition, % at 5.6 µM; hit rate 0.89% among 290,000;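 active means inhibition above the mean of all tested compounds plus 3 SD, cutoff set per screening run, cut at about 7.5% in these data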;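 further: red hydrolysis product quenches plate fluorescence so inhibitors raise well fluorescence; 0% = enzyme with DMSO and 100% = DMSO without enzyme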
NS3 helicase inh: HCV NS3 helicase inhibition; NS3 helicase DNA unwinding, Cy5 molecular beacon fluorescence; inhibition, % at 10.9 µM; hit rate 0.56% among 290,000; AID 1800;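 active means inhibition above the mean of all tested compounds plus 3 SD, set per campaign, cut at about 35% in these data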;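 further: 0% = DMSO wells and 100% = thioflavine S control wells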
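Test system: hepatitis C virus NS3 helicase domain fragment enzyme. Also added: annealed dual-labelled DNA beacon duplex, ATP-started. Timing: 60 min unwinding reaction at 25 °C after ATP addition. Technique: Cy5 fluorescence. Measure: % inhibition of unwinding.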
The depositor's hits bear a star; · = not tested or not shown.

no. | smiles | DNA FID counter | GalR3 antag | OXTR agonist | V1R ag counter | PHOSPHO1 inh | GPR7 antag | IMP-1 inhibitor | VIM-2 inhibitor | NS3 helicase inh
1 | CC(C)Cc1ccc(C(C)C(=N)N)cc1 (stereo unspecified) | 14 | 1 | 0.0 | -0.6 | 16 | 3 | 0.2 | 1.7 | -18
2 | COc1cc2c(C(=O)N3CCN(C)CC3)c(C)n(-c3ccccc3)c2cc1Br | 21 | 5 | 5.0 | 0.0 | 25 | 6 | -3.0 | 2.9 | -75
3 | CC(=O)c1c(C(C)=O)c(C)n(-c2nc(-c3cccs3)c(C)s2)c1C | -7 | -3 | -0.9 | 0.8 | 0 | -10 | -1.8 | -0.8 | 5
4 | COC(=O)c1cc(NC(=O)c2cc(-c3ccccc3Cl)oc2C(F)(F)F)ccc1N1CCOCC1 | -29 | -8 | -2.1 | -0.1 | -6 | -19 | -1.9 | -0.9 | -7
5 | CCCSc1cc(N2CCCC2)nc(-c2ccccc2)n1 | 3 | -2 | 0.4 | 0.2 | 38 | -14 | -3.2 | -3.6 | 5
6 | COc1ccc(/C=C/c2nc3ccccc3n2Cc2ccccc2OC)cc1 | -10 | -3 | -1.4 | 1.0 | 10 | 13 | -3.9 | -2.9 | 1
7 | CCN(CC)c1ccc(/C=C2\C(=N)N3N=C(CC(=O)N4CCOCC4)SC3=NC2=O)cc1 | -32 | 6 | 6.8 | 5.3 | 38 | 2 | 6.4* | 11* | 15
8 | OC(COc1ccc2c(c1)CCC2)CN1CCN(c2cccc(Cl)c2)CC1 (stereo unspecified) | 3 | -4 | 1.5 | 2.5 | -3 | -8 | -0.2 | -1.9 | -18
9 | O=C(COc1ccccc1)N(Cc1ccco1)C1CCS(=O)(=O)C1 (stereo unspecified) | -5 | -1 | 0.5 | -0.3 | -12 | -8 | -1.3 | -3.5 | 14
10 | CC(=O)OCC(=O)[C@@]12OC(C)(C)O[C@@H]1C[C@H]1[C@@H]3C[C@H](F)C4=CC(=O)C=C[C@]4(C)[C@@]3(F)[C@@H](O)C[C@@]12C | -8 | · | 0.7 | 1.2 | -1 | -8 | -4.5 | -2.7 | 3
11 | CC(C)c1ccc(NC(=O)c2csnn2)cc1 | -4 | -6 | -0.8 | -1.2 | -25 | 10 | 0.7 | 1.6 | -2
12 | CCCCN1C(=O)CN(CCc2ccccc2)C(=O)C1c1ccc(OC)cc1 (stereo unspecified) | -3 | -5 | -1.6 | 0.7 | 29 | -6 | -1.5 | 0.9 | -5
13 | COc1ccc(OC)c(NC(=O)NNC(=O)CCCOc2ccc(Cl)cc2C)c1 | -10 | -8 | 0.1 | 0.9 | 24 | -8 | -2.2 | -0.7 | -5
14 | O=C(O)c1ccc(-n2nnnc2SCc2ccccc2F)cc1 | -3 | -1 | 0.7 | 0.9 | 11 | -6 | -2.7 | -2.7 | 6
15 | COc1cc(C(c2sc3nc(C)nn3c2O)N2CC(C)OC(C)C2)cc(OC)c1OC (stereo unspecified) | -15 | · | -0.2 | 0.4 | 2 | -7 | -3.1 | -4.0 | 1
16 | COc1ccc(C2CC(c3ccccc3OC(=O)/C=C/c3ccccc3)=NN2C(C)=O)cc1 (stereo unspecified) | -19 | 8 | -1.8 | -0.3 | 24 | -11 | 0.3 | -2.9 | 3
17 | Cc1ccc(NS(=O)(=O)c2ccc(N3CCN(c4ccc(O)cc4)CC3)c([N+](=O)[O-])c2)c(C)c1 | 20 | 0 | 5.1 | 4.0 | -5 | 17 | -0.1 | -3.7 | 6
18 | COc1ccc(N(CC(=O)Nc2cccc(C(F)(F)F)c2)S(=O)(=O)c2c(C)[nH]c(=O)[nH]c2=O)cc1 | -21 | -7 | 0.6 | -0.2 | 24 | -1 | 1.0 | -0.2 | -12
19 | Cc1csc(NC(=O)CSc2ccc(-c3ccccc3)nn2)n1 | -23 | · | -1.3 | 0.6 | 24 | 3 | -2.0 | -0.6 | -6
20 | CCOC(=O)C(CC)Sc1ncnc2c1nnn2-c1ccc(F)cc1 (stereo unspecified) | 3 | 5 | -2.1 | 0.5 | 0 | 1 | -0.7 | -1.0 | 5
21 | Nc1nnnn1CC(=O)N/N=C/c1cc([N+](=O)[O-])ccc1O | 2 | -6 | 1.1 | 1.4 | 20 | -5 | -2.4 | -0.2 | 4
22 | Cc1ccc(N=C2NC(=O)/C(=C\c3ccsc3)S2)c(C)c1 | -25 | -2 | -2.1 | 0.1 | -16 | 3 | -2.0 | -1.3 | 11
23 | CC1(C)CC2CC(C)(CN2C(=O)COC(=O)c2n[nH]c(=O)c3ccccc23)C1 (stereo unspecified) | -30 | 1 | -0.2 | 2.0 | 7 | -6 | 0.7 | -5.8 | 0
24 | N#CCSc1ncnc2sc3c(c12)CCC3 | -3 | -5 | -2.4 | 0.1 | -6 | 6 | -1.7 | 1.2 | 1
25 | CC1CCN(S(=O)(=O)c2cc(F)ccc2CN2C(=O)c3cccnc3C2=O)CC1 | -28 | -11 | 2.0 | 2.6 | 43 | -7 | -3.2 | 0.1 | -8

Structures above that contain fluorine, in the order listed:
no. | smiles | DNA FID counter | GalR3 antag | OXTR agonist | V1R ag counter | PHOSPHO1 inh | GPR7 antag | IMP-1 inhibitor | VIM-2 inhibitor | NS3 helicase inh
4 | COC(=O)c1cc(NC(=O)c2cc(-c3ccccc3Cl)oc2C(F)(F)F)ccc1N1CCOCC1 | -29 | -8 | -2.1 | -0.1 | -6 | -19 | -1.9 | -0.9 | -7
10 | CC(=O)OCC(=O)[C@@]12OC(C)(C)O[C@@H]1C[C@H]1[C@@H]3C[C@H](F)C4=CC(=O)C=C[C@]4(C)[C@@]3(F)[C@@H](O)C[C@@]12C | -8 | · | 0.7 | 1.2 | -1 | -8 | -4.5 | -2.7 | 3
14 | O=C(O)c1ccc(-n2nnnc2SCc2ccccc2F)cc1 | -3 | -1 | 0.7 | 0.9 | 11 | -6 | -2.7 | -2.7 | 6
18 | COc1ccc(N(CC(=O)Nc2cccc(C(F)(F)F)c2)S(=O)(=O)c2c(C)[nH]c(=O)[nH]c2=O)cc1 | -21 | -7 | 0.6 | -0.2 | 24 | -1 | 1.0 | -0.2 | -12
20 | CCOC(=O)C(CC)Sc1ncnc2c1nnn2-c1ccc(F)cc1 (stereo unspecified) | 3 | 5 | -2.1 | 0.5 | 0 | 1 | -0.7 | -1.0 | 5
25 | CC1CCN(S(=O)(=O)c2cc(F)ccc2CN2C(=O)c3cccnc3C2=O)CC1 | -28 | -11 | 2.0 | 2.6 | 43 | -7 | -3.2 | 0.1 | -8

Following part
no. | smiles | DNA FID counter | GalR3 antag | OXTR agonist | V1R ag counter | PHOSPHO1 inh | GPR7 antag | IMP-1 inhibitor | VIM-2 inhibitor | NS3 helicase inh
26 | Cc1ccccc1Nc1cccc2nonc12 | -2 | -4 | 0.2 | 2.4 | 8 | -14 | -3.0 | -3.1 | 6
27 | O=C(Nc1ccc(Cl)c(Cl)c1)N(CCCN1CCOCC1)Cc1cccs1 | 11 | -3 | 4.4 | 4.1 | -9 | 7 | -4.2 | -2.2 | -37
28 | O=C(NCc1ccc(F)cc1)N1CCc2ccccc2C1 | -11 | -4 | -0.2 | 0.2 | 27 | -10 | -4.9 | -0.7 | -3
29 | CN(C)S(=O)(=O)n1cnc(-c2ccccc2)c1-c1ccccc1 | -7 | -1 | -0.4 | -0.9 | -11 | 0 | -1.3 | 0.1 | -10
30 | Cc1cccn2cc(CNS(=O)(=O)c3cccc(F)c3)nc12 | 0 | · | 2.4 | 3.1 | 10 | 4 | -1.0 | -0.7 | -3
31 | CC(C)C[C@H]1CN=C(Nc2ccccc2)N1CC1CCC(C)CC1 (stereo partly specified) | 10 | · | 5.3 | 0.8 | -24 | 33* | -1.3 | 0.7 | -39
32 | Cc1nc2ccccc2nc1SCC(=O)c1ccccc1 | -6 | -4 | 8.1 | 2.7 | 4 | -5 | -2.9 | -3.3 | 4
33 | COc1cc2c(cc1OC)C(COc1ccccc1OC)N(C(=O)C(C)(C)C)CC2 (stereo unspecified) | -45 | -8 | -2.4 | -2.1 | 24 | -10 | -4.7 | -1.8 | 0
34 | CC(=O)N/N=C/c1ccc(OCCOc2ccc(Br)cc2)cc1 | -3 | 1 | 1.4 | 0.8 | 22 | 3 | -3.7 | -3.2 | 9
35 | CN=C1SC(C(=O)Nc2ccccc2Cl)CC(=O)N1c1ccc(OC(F)(F)Cl)cc1 (stereo unspecified) | 1 | 3 | 1.8 | -0.8 | -4 | -14 | -0.5 | -2.6 | 7
36 | CCOC(=O)c1cnc2ccc(OCC)cc2c1NCCCN1CCOCC1 | 55* | -8 | -1.3 | 0.5 | 14 | -6 | -3.7 | 32* | 30
37 | COc1ccc(C(=O)OCC(=O)NCc2ccco2)cc1OC | -4 | -5 | -0.7 | -0.5 | 0 | -8 | -2.2 | -1.1 | 21
38 | OCCCNC(c1ccccc1)c1ccc(O)cc1 (stereo unspecified) | 3 | -1 | 0.1 | 0.6 | -14 | -2 | -1.4 | -4.7 | 8
39 | O=C(Nc1ccccc1)c1cc(N2CCOCC2)nc2ccccc12 | -8 | 1 | -0.1 | -0.6 | -5 | 4 | -3.6 | -2.8 | -3
40 | Cc1cc(Cl)ccc1OC(C)C(=O)NCCCn1ccnc1 (stereo unspecified) | 0 | -5 | 0.7 | 1.0 | -26 | -9 | -3.9 | -0.8 | -3
41 | CCOC(=O)c1[nH]c2ccccc2c1NC(=O)CC(C)(C)C | -11 | 2 | -1.7 | -1.0 | 3 | -6 | 0.2 | 2.6 | -7
42 | COc1ccc(N2CCN(C(=O)c3ccc(NS(=O)(=O)c4ccc(F)cc4)cc3)CC2)cc1 | -27 | -3 | 12 | 9.8 | -65 | 15 | -4.4 | -3.1 | -4
43 | CC1(C)NC(=O)N(CCOc2ccc3c(c2)CCC3)C1=O | -10 | -7 | -0.1 | -0.5 | -36 | 2 | -2.5 | -1.6 | 1
44 | COc1ccc(CNS(=O)(=O)c2cc(CN3C(=O)c4cccnc4C3=O)ccc2OC)cc1 | -22 | -8 | 11 | -0.2 | -1 | -9 | 0.4 | -0.5 | -7
45 | O=c1c2c3c(sc2nc2n1CCCC2)CCC3 | -3 | -6 | -1.2 | -0.1 | 30 | 7 | -2.4 | -1.3 | 4
46 | COc1ccc(N2CCOCC2)c(NC(=O)c2cc3ccccc3o2)c1 | -30 | -12 | -1.6 | -0.5 | -3 | 10 | -1.5 | -0.7 | -2
47 | Cc1cc2oc(=O)cc(CN3CCOCC3)c2cc1Cl | -11 | -3 | 7.7 | 6.5 | 24 | -3 | -2.9 | -2.7 | 4
48 | CCc1ccccc1NC(=O)CSc1nnc(-c2ccncc2)o1 | -2 | -2 | 0.3 | -0.6 | 7 | 13 | -0.5 | -2.9 | 9
49 | Cc1[nH]c2ccccc2c(=O)c1CN1CCCCCC1 | -8 | -7 | 0.1 | 0.8 | · | -9 | -1.9 | -1.8 | 3
50 | Cc1ccc2c(c1)N(C(=O)CCC(=O)NC1CCC(C)CC1)CCO2 (stereo unspecified) | -39 | · | -2.5 | -0.4 | 7 | -7 | -4.0 | -0.9 | -2
51 | Cc1ccc(/C=C/C(=O)Oc2ccc(C#N)cc2)o1 | -16 | · | 4.7 | 0.8 | 32 | 7 | -1.9 | 1.6 | -4
52 | CCOc1ccc(N(CC(=O)NC2CCCC2)S(=O)(=O)c2c(C)[nH]c(=O)[nH]c2=O)cc1 | -16 | -3 | 0.7 | 0.6 | 6 | 3 | -0.9 | -2.1 | 12

Screening data: PubChem, several laboratories
